High-throughput results (PubChem)
K1F lysis inhibition: inhibition of K1F phage lysis, E. coli UTI89, bacterial capsule biogenesis inhibitors, alamar blue (AID 488966) | 0.02% of 340,000 active | inhibition, % at 100 µM, or IC50 in µM where a hit was titrated | E. coli UTI89 K1F phage lysis, alamar blue, 2 h; higher % means a stronger effect;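 active means phage lysis inhibition, versus mean bacterial control, above a set limit; inconclusive means no clear call, values can overlap the other calls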;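 further: capsule biogenesis inhibitors block K1F phage lysis so surviving cells raise fluorescence; higher fluorescence means more inhibition of phage lysis; actives were called in the ten point dose series up to 300 µM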
Myeloid diff MLP: myeloid differentiation induction; ER-HoxA9 myeloid progenitors, lysozyme-GFP differentiation, flow cytometry; AID 624256; 1% of 360,000 active; calls only at 10 µM;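 active means normalized GFP-positive differentiation at or above the plate's own cutoff, the solvent-only control mean plus 3 SD; inconclusive means no clear call, values can overlap the other calls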;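 further: cells exposed to compound for four days before flow analysis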
Hep lipid drop: hepatic lipid droplet formation modulation | AML12 mouse hepatocytes, oleate lipid droplets, BODIPY imaging | inhibition, % at 6.5 µM | 0.4% of 240,000 active;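 active means lipid droplet intensity inhibited by at least 50%, with more than 500 cells counted; inconclusive means wells with under 300 cells, treated as cytotoxic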
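material = mouse AML12 hepatocyte cell line, fixed after treatment | also added = 100 µM oleic acid challenge | doses = compound at 6.5 µM only | schedule = overnight exposure | technique = Image-based BODIPY and DAPI two-channel analysis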
Hep lipid drop cells 6.5 µM: second read-out of Hep lipid drop, no call of its own (marks repeat the call); cell count; measured here: cell count, cytotoxicity flag;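 cells counted across two imaged fields per well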
Myeloid diff MLP GFP+ MAC1+ %: second read-out of Myeloid diff MLP, no call of its own (marks repeat the call); GFP+ MAC1+ double positive, %; measured here: differentiation confirmed by MAC1 staining
Active calls of the source: *; i = inactive; ? = inconclusive; . = no result given; [ ] = remark or other dose.

canonical_smiles	K1F lysis inhibition	Myeloid diff MLP	Myeloid diff MLP GFP+ MAC1+ %	Hep lipid drop	Hep lipid drop cells 6.5 µM
CC(C)(C)c1ccc(C2/C(=C(\O)c3ccc4c(c3)OCCO4)C(=O)C(=O)N2CCCN2CCOCC2)cc1 (stereo unspecified)	1.2%	i	2.6	-7.0	692
O=C1CN(C(=O)c2cc(F)cc(F)c2)c2ccccc2N1	0.1%	i	0.0	-2.9	773
O=C(C1CCN(S(=O)(=O)c2cccs2)CC1)N1CCCC(C(F)(F)F)C1 (stereo unspecified)	0.1%	i	1.5	7.6	660
Cc1ccccc1CC1SC(N=C(N)N)=NC1=O (stereo unspecified)	0.3%	i	0.9	-2.9	768
CCOC(=O)C1CCN(CC(=O)N2CCc3ccccc32)CC1	-0.8%	i	0.8	-10.5	805
Cc1c(C)c2c(OCC(=O)NCCCO)cc3c(c2oc1=O)CCC(C)(C)O3	-0.3%	i	0.4	13.4	786
COc1cc(/C=C(\C#N)C(=O)Nc2ccccn2)ccc1O	-0.4%	i	0.5	0.2	765
Cc1ccccc1NC(=O)C1CCCN(c2ncnc3onc(-c4ccc(F)cc4)c23)C1 (stereo unspecified)	0.2%	i	0.0	5.3	759
CC#CC(=O)N1CCC(C(=O)Nc2ccc(Oc3ccccc3)nc2)CC1	0.9%[50 µM]	i	3.7	-5.3	812
Nc1c2c(nc3ccccc13)CCCC2=O	-0.6%	i	0.3	-11.0	661
COc1ccc(NC(=O)C2CCC(CNc3c(N4CCCCC4)c(=O)c3=O)CC2)c(OC)c1 (stereo unspecified)	0.5%	i	0.4	7.9	658
COc1cc(C2Nc3ccc4ccccc4c3C3=C2C(=O)CC(C)(C)C3)ccc1OCC(=O)O (stereo unspecified)	-0.6%	i	0.8	7.7	788
Clc1ccc(-c2csc(N3CCCCCC3)n2)cc1	0.3%	i	0.3	13.2	864
COc1ccc(N2CCN(S(=O)(=O)c3ccc4oc(=O)ccc4c3)CC2)cc1	0.2%	i	1.0	-0.4	810
CCOc1ccccc1NC(=O)C1CCCN(c2c(CC)c(C)nc3ncnn23)C1 (stereo unspecified)	-0.1%	i	0.4	-1.5	796

Four of these compounds, reformatted.
CCOc1ccccc1NC(=O)C1CCCN(c2c(CC)c(C)nc3ncnn23)C1 (stereo unspecified)
  K1F lysis inhibition: -0.1%; Myeloid diff MLP: i; Myeloid diff MLP GFP+ MAC1+ %: 0.4; Hep lipid drop: -1.5; Hep lipid drop cells 6.5 µM: 796

O=C1CN(C(=O)c2cc(F)cc(F)c2)c2ccccc2N1
  K1F lysis inhibition: 0.1%; Myeloid diff MLP: i; Myeloid diff MLP GFP+ MAC1+ %: 0.0; Hep lipid drop: -2.9; Hep lipid drop cells 6.5 µM: 773

Nc1c2c(nc3ccccc13)CCCC2=O
  K1F lysis inhibition: -0.6%; Myeloid diff MLP: i; Myeloid diff MLP GFP+ MAC1+ %: 0.3; Hep lipid drop: -11.0; Hep lipid drop cells 6.5 µM: 661

COc1ccc(NC(=O)C2CCC(CNc3c(N4CCCCC4)c(=O)c3=O)CC2)c(OC)c1 (stereo unspecified)
  K1F lysis inhibition: 0.5%; Myeloid diff MLP: i; Myeloid diff MLP GFP+ MAC1+ %: 0.4; Hep lipid drop: 7.9; Hep lipid drop cells 6.5 µM: 658

Look-ups from the list:
Entry of Cc1ccccc1CC1SC(N=C(N)N)=NC1=O (stereo unspecified) under Myeloid diff MLP GFP+ MAC1+ %: 0.9
Entry of Cc1c(C)c2c(OCC(=O)NCCCO)cc3c(c2oc1=O)CCC(C)(C)O3 under Hep lipid drop: 13.4

Additional compounds
canonical_smiles	K1F lysis inhibition	Myeloid diff MLP	Myeloid diff MLP GFP+ MAC1+ %	Hep lipid drop	Hep lipid drop cells 6.5 µM
Cc1ccc2c(C)c(C(=O)N3CCN(c4ccncc4)CC3)oc2c1C	4.6%[50 µM]	i	10.5	-27.3	604
CC/C(=N\Nc1ccnc2cc(Cl)ccc12)c1ccc(O)cc1	-0.1%	i	0.7	-0.3	802
COc1ccc(CN(C)C(=O)c2cc(-c3ccc(C)cc3C)nc3ccccc23)c(OC)c1OC	0.3%	i	0.5	-14.3	797
COc1cc(C(=S)N2CCC(Cc3ccccc3)CC2)ccc1OCC(N)=O	-0.1%	i	0.5	-18.6	818
Cc1c2cn[nH]c(=O)c2c(C)n1-c1ccccc1	0.1%	i	0.8	-8.4	388
COc1cccc(C(=O)N(C)C(C)c2nc3ccccc3s2)c1 (stereo unspecified)	0.5%	i	0.4	6.1	801
COc1ccccc1C(=O)N/C(=C\c1ccccc1)C(=O)NC(Cc1ccccc1)C(=O)O (stereo unspecified)	0.0%	i	1.1	-5.6	810
CC1CCCCN1CCCNC(=O)C1CCN(c2nnc(-n3cccc3)s2)CC1 (stereo unspecified)	2.6%	i	3.1	24.0	716
COc1ccccc1NC(=O)CCNS(=O)(=O)c1ccc2c(c1)CC(C)N2C(=O)C1CC1 (stereo unspecified)	0.2%	i	1.1	19.0	709
CN(CC(=O)Nc1ccccc1Cl)C(=O)COC(=O)/C=C/c1ccc(C(F)(F)F)cc1	0.0%	i	0.7	1.8	809
CC(=O)N1c2ccc(S(=O)(=O)N3CCC(C(=O)N4CCCCC4)CC3)cc2CC1C (stereo unspecified)	3.9%	?	.	-0.4	738
COc1ccc(C2c3cc(OC)c(OC)cc3CCN2C(=O)c2cccc([N+](=O)[O-])c2)cc1OC (stereo unspecified)	0.1%	i	0.4	-23.6	799
C=CCNC(=O)C1CC(=O)N(c2ccc(OCC(=O)Nc3c(C)cccc3C)cc2)C1 (stereo unspecified)	0.1%	i	1.3	-15.0	803
Cc1cc(C)c(NC(=O)C2CC(=O)N(C(C)C)C2)c(C)c1 (stereo unspecified)	-0.2%	i	0.3	-2.5	845
COc1ccc(NC(=O)C2CCCN2S(=O)(=O)c2cccc3nsnc23)c(OC)c1 (stereo unspecified)	1.3%	?	.	-23.1	711
COc1ccc(OCC(=O)NS(=O)(=O)c2ccc(Cl)cc2)cc1	0.4%	i	0.3	19.6	667
Cc1cnc(CN(C)C(=O)c2ccc3oc(Cc4ccc(Cl)cc4)nc3c2)[nH]1	0.3%	i	2.4	-1.7	749
CCOC(=O)C1=C(CN2CCN(C(=O)c3ccco3)CC2)NC(=O)NC1c1ccccc1 (stereo unspecified)	-0.2%	i	0.3	-11.7	677
CCC(C(=O)NCCc1ccccc1)c1ccccc1 (stereo unspecified)	-1.0%	i	0.4	-14.4	809
Cc1ccc(F)cc1NC(=O)C1C2CCC(O2)C1C(=O)O (stereo unspecified)	-0.1%	i	0.5	3.6	887
CCOc1cc(/C=N/Nc2nc(C)cc(=O)[nH]2)ccc1O	0.1%	i	0.3	-21.7	652
O=C1NN(c2ccccc2)C(=O)/C1=C\c1ccc2c(c1)OCO2	1.0%	i	0.4	7.0	804
CC1CC(C)CN(C(=O)CCCNC(=O)c2ccc(Cl)cc2)C1 (stereo unspecified)	-0.5%[50 µM]	i	5.2	-1.9	838
O=C(Nc1ccccc1)c1ccccc1OCc1ccc(F)cc1	0.2%	i	0.5	-42.0	808
CCC(C)[C@H](NC(=O)[C@@H]1CSC2c3ccccc3C(=O)N21)C(=O)N1CCCCC1 (stereo partly specified)	0.1%	i	2.4	-22.9	633
COc1ccc(NC(=O)CSCc2ccc([N+](=O)[O-])cc2)cc1OC	-1.3%	i	0.9	27.1	887
O=[N+]([O-])c1ccccc1CN1CCN(S(=O)(=O)Cc2ccccc2)CC1	-1.6%[50 µM]	i	1.5	-0.8	844
Cc1n[nH]c(C)c1CCCCOc1ccccc1F	-0.4%[50 µM]	i	1.2	4.2	771
C=C(C)n1c(=O)n(Cc2ccc(C)cc2)c2ccccc21	0.3%	i	1.5	-9.5	671
O=C(CCNC(=O)C1CCN(S(=O)(=O)c2ccccc2)CC1)NCc1ccccc1Cl	1.5%	i	4.5	37.8	721
CN1CCN(C(=O)C2CCC(=O)N(CCc3cccc(F)c3)C2)CC1 (stereo unspecified)	0.1%	i	1.5	-4.5	825
Cc1ccc(N2CC(C(=O)N3CCC(C(=O)Nc4nncs4)CC3)CC2=O)cc1 (stereo unspecified)	-0.1%	i	0.2	18.5	732
Cc1ccccc1NC(=O)CSc1ccc2nnc(-c3ccccn3)n2n1	1.4%[50 µM]	i	0.5	22.7	640
CCOCCCNC(=O)CCn1nc(-c2ccc(Cl)cc2)ccc1=O	0.0%	i	0.8	-4.7	785
CC(C)OCCCNC(=O)COCC(=O)Nc1ccc(OCCc2ccccc2)cc1	0.0%	i	0.3	-14.5	786
Cc1nn(-c2ccccc2)c(Cl)c1/C=N/NC(=O)c1nn(C)cc1[N+](=O)[O-]	0.2%	i	1.8	1.6	772
Cc1ccc(NC(=O)C2CCN(S(C)(=O)=O)CC2)c(C)c1	-0.3%	i	0.7	-14.8	796
Cc1[nH]n(-c2ccccc2)c(=O)c1N=Nc1ccc(C(N)=O)cc1	0.1%	i	0.6	5.6	827
Cc1cccc(NC(=O)c2cccc(NC(=O)c3ccccc3)c2)n1	-1.1%	i	0.5	2.6	808
CC(O)c1cccc(NC(=O)Nc2cccc(NC(=O)Nc3cccc(C(C)O)c3)c2)c1 (stereo unspecified)	-1.0%[50 µM]	i	0.8	-0.8	422
COc1ccc2c(c1)c1nc3n(c(=O)c1n2CC(=O)Nc1ccccc1)CCS3	0.5%	i	0.7	-2.2	682
O=C(NCCc1cccc(C(F)(F)F)c1)C1CCC(=O)N(CCc2cccc(F)c2)C1 (stereo unspecified)	1.0%	i	4.3	-2.1	739
O=C(COC(=O)c1ccc(F)c(S(=O)(=O)N2CCOCC2)c1)NCc1ccco1	0.0%	i	0.9	5.2	710
O=C(CSc1n[nH]c(=O)n1C1CC1)Nc1ccccc1	0.3%[50 µM]	i	3.7	4.1	807
c1ccc2c(c1)CCc1snnc1-2	0.2%	i	0.7	-2.8	770
CCOc1ccc(CNC(=O)CCCN2C(=O)C(c3ccccc3)Oc3cccnc32)cc1 (stereo unspecified)	0.3%	i	1.1	0.6	727
O=C(NNC(=O)c1ccc2ccccc2c1O)NC1CCCCC1	-0.6%[50 µM]	i	0.2	-2.9	830
O=C(c1ccco1)N1CCc2[nH]nc(-c3ccccc3)c2C1	0.5%	i	1.1	6.9	696
Cc1onc(-c2c(Cl)cccc2Cl)c1C(=O)NCc1ccc(S(N)(=O)=O)cc1	-2.5%	i	1.9	-7.6	815
CCC(CC)Nc1ccc(C(CC(N)=O)NC(=O)c2ccccc2)cc1[N+](=O)[O-] (stereo unspecified)	0.3%	i	2.1	-0.2	829
CCc1nn(CCCC(=O)NCc2ccc(C)cc2)c(=O)c2cc3occc3n12	0.3%	i	1.4	-6.8	706
COCCN(Cc1ccc(C)c(Br)c1)C(=O)Cn1cnc(S(=O)(=O)N2CCCC2)c1	0.1%	i	0.9	-4.2	686
COc1cccc(C(C)NC(=O)c2ccncc2)c1 (stereo unspecified)	-1.1%	i	0.7	4.9	839
COc1ccccc1N1C(=O)c2ccc(C(=O)Nc3ccccc3O)cc2C1=O	0.1%	i	2.8	1.5	748
CN(CC1CCCN(CCc2cccc(C(F)(F)F)c2)C1)C(=O)c1ccco1 (stereo unspecified)	0.2%	i	3.6	-12.3	661
CC(=O)c1c(C)[nH]c(C(=O)N2CC(C)CC(C)C2)c1C (stereo unspecified)	-0.1%	i	1.1	3.0	829
CCCCCCc1c(C)[nH]c2nc3ccccc3n2c1=O	0.7%[50 µM]	i	0.2	14.6	430
CCCCOc1ccc(N(CC(=O)NCCOC)C(=O)CCC(=O)Nc2ccccn2)cc1	0.3%	i	0.3	3.9	837
COc1ccc2nc(N3CCCC(C(=O)NCCCN4C(C)CCCC4C)C3)sc2c1 (stereo unspecified)	-1.4%	i	0.3	-2.8	775
COc1cc(NC(=O)c2cc(-c3ccccc3Cl)on2)cc(OC)c1OC	1.1%	?	.	6.5	831

The list is partial. The share of hits here may be higher or lower than overall.
